# Screening results as filed in PubChem.
# RmlCD inh 1536: blocks M. tuberculosis RmlC and RmlD coupled enzymes; P9WH09+P9WH11; RmlC+RmlD coupled enzyme assay, percent inhibition; primary screen in compound mixtures; inhibition, % at 3.6 µM; 160,000 compounds, 0.03% hits; in the data active = inhibition mostly above about 34%, no sharp cut-off; inconclusive = no clear call, values can overlap the other calls; inactive = mostly below about 22%; also: some results filed as inactive read as strong as hits
# Target sequence (P9WH09 whole entry, looked up): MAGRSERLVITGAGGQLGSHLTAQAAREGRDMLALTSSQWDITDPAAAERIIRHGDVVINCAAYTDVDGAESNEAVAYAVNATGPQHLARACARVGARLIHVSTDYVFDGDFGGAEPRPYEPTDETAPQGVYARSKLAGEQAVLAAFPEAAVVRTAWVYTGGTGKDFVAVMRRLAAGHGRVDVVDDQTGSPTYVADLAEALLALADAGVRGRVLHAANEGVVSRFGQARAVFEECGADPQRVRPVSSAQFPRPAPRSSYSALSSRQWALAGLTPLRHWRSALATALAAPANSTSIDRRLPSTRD
# Target sequence (P9WH11 whole entry, looked up): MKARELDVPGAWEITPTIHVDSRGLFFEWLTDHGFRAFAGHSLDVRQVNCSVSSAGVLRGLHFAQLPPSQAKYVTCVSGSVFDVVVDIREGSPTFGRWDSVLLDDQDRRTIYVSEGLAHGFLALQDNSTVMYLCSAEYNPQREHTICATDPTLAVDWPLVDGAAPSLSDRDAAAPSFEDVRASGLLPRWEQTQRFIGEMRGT
# GlmU inhibition: inhibition of mycobacterial GlmU enzyme – biochemical, glucosamine-1-phosphate acetyltransferase (AID 1376); one-dose inhibition, %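 (tested at 30 µM in the primary screen)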; IC50 in µM for titrated hits; M. tuberculosis GlmU acetyltransferase enzyme assay; higher % means a stronger effect; 220,000 compounds, 0.25% hits; in the data active = inhibition above about 13%; inconclusive = no clear call, values can overlap the other calls;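 also: 0% = complete reaction with vehicle and 100% = reaction without substrate; strong numbers were not always called active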
# Numbers without * were called inactive; ? = inconclusive; / = no result given.
SMILES,RmlCD inh 1536,GlmU inhibition
Cc1ccc2c(c1)CC1(CN2C)C(=O)NC(=O)N(CCC2=CCCCC2)C1=O (configuration not stated),/,-0.7%
Cc1cc(C(=O)Nc2cccc3ccccc23)n(-c2ccccc2)n1,4.6,3.5%
O=C(COC(=O)c1cnc(Cl)c(Cl)c1)NCc1ccc2c(c1)OCO2,21.1,-3.0%
CCNC(=S)N/N=C/c1ccc(OCCOc2ccccc2C)cc1,-6.5,2.7%
COC(=O)[C@@H](NC(=O)NCc1ccccc1Cl)C(C)C,/,-1.3%
COc1nc(-c2ccccc2)ccc1-c1noc(-c2cccs2)n1,/,-4.0%
CC[n+]1c(/C=C/Nc2ccccc2)sc2ccccc21,1.8,2.4%
NNC(=O)CSc1nnnn1-c1ccccc1,-5.4,5.9%
O=S1(=O)CCC(n2ncc3c2/C(=C/c2ccccc2)CC3)C1 (configuration not stated),-9.7,2.4%
O=C(c1ccc(F)cc1)N1CCN(C(=O)c2ccc([N+](=O)[O-])cc2)CC1,-0.6,-3.0%
Cc1ccc(CNC(=O)CCCn2c(=O)c3ccccc3n(CC(=O)NC3CCCC3)c2=O)cc1,4.7,-3.0%
CCOC(=O)CC(=O)CSc1nc2c(C)c(C)ccc2cc1C,/,-7.9%

# Laid out differently: entries from further up.
Structure | RmlCD inh 1536 | GlmU inhibition
O=C(COC(=O)c1cnc(Cl)c(Cl)c1)NCc1ccc2c(c1)OCO2 | 21.1 | -3.0%
CCNC(=S)N/N=C/c1ccc(OCCOc2ccccc2C)cc1 | -6.5 | 2.7%
COC(=O)[C@@H](NC(=O)NCc1ccccc1Cl)C(C)C | / | -1.3%
COc1nc(-c2ccccc2)ccc1-c1noc(-c2cccs2)n1 | / | -4.0%
CC[n+]1c(/C=C/Nc2ccccc2)sc2ccccc21 | 1.8 | 2.4%

# The listing continues:
SMILES,RmlCD inh 1536,GlmU inhibition
CN(C)/C=C1\N=C(c2ccc(Cl)cc2Cl)OC1=O,-4.8,1.1%
O=C(CCC(=O)OCC(=O)c1ccc(Br)cc1)Nc1ccc(Br)c2cccnc12,-4.2,2.2%
COc1ccc(NC(=O)Nc2cnccn2)cc1,/,-3.6%
Cc1nc2ccccn2c1C(=O)NCc1cccnc1,6.8,-6.0%
CCOC(=O)c1[nH]c2ccc(OC)cc2c1NC(=S)N1CCN(c2ccc(F)cc2)CC1,10.8,-7.5%
Cc1ccccc1-c1nc(-c2ccc(NC(=O)c3ccc(Br)o3)cc2)no1,/,5.9%
Cc1nnc(OCc2nc3ccccc3n2C)c2ccccc12,-6.4,0.7%
CCNS(=O)(=O)c1ccc(OC)c(C(=O)NC2CCCCC2)c1,11.8,1.0%
COc1cccc(CN2CCN(C3CSCCSC3)CC2CCO)c1 (configuration not stated),-8.8,-2.5%
COc1ccc(C(c2nnnn2CS(=O)(=O)c2ccc(C)cc2)N2CCN(c3ncccn3)CC2)cc1 (configuration not stated),/,-3.2%
Cc1cccc(Cc2cnc(NC(=O)C3=NCCN3)s2)c1,-12.9,4.4%
CC(=O)Nc1ccc(NS(=O)(=O)c2cccc3ccccc23)cc1,2.3,-3.1%
CN(C)S(=O)(=O)c1ccc(C(=O)NCC2(N3CCCCC3)CCCCC2)cc1,-7.8,-4.8%
COc1cccc(NC(=O)COC(=O)Cc2ccc(Cl)cc2)c1,1.6,-1.5%
CCC(Sc1nc2cc3c(cc2c(=O)n1Cc1ccco1)OCO3)C(=O)Nc1ccccc1OC (configuration not stated),/,-2.1%
Cc1cc(C)c(NC(=O)Cn2cnc3c(oc4ccccc43)c2=O)c(C)c1,-6.3,-3.9%
CCOC(=O)c1cnn(-c2cccc(Cl)c2)c1N,1.1,-2.5%
CCCc1c(O)nc(SCCN(CCC)CCC)[nH]c1=O,5.0,4.3%
Cc1nc(SCC(=O)Nc2cc(C)on2)c2c(=O)n(C)c(=O)n(C)c2n1,/,-2.3%
Brc1ccc(-c2csc(N/N=C/c3cccnc3)n2)cc1,1.2,-2.3%
CCn1c(-c2ccco2)nc2ccccc21,-1.9,-0.7%
COc1cccc(C(=O)Cn2c(N3CCOCC3)nc3c2c(=O)n(C)c(=O)n3C)c1,-0.3,-3.2%
CCCCOCCCNC(=O)c1ccc2c(c1)OCO2,7.9,-0.7%
Cc1nc2ccccn2c1C(=O)N/N=C/c1ccc2c(c1)OCO2,13.1,-2.3%

# Whole records, looked up by structure. Screens in order: RmlCD inh 1536	GlmU inhibition
# COc1nc(-c2ccccc2)ccc1-c1noc(-c2cccs2)n1 reads /	-4.0%
# COc1cccc(CN2CCN(C3CSCCSC3)CC2CCO)c1 (configuration not stated) reads -8.8	-2.5%

# A different layout for some results above.
# Results follow in this order: RmlCD inh 1536 | GlmU inhibition
COc1nc(-c2ccccc2)ccc1-c1noc(-c2cccs2)n1
  / | -4.0%
O=S1(=O)CCC(n2ncc3c2/C(=C/c2ccccc2)CC3)C1 (configuration not stated)
  -9.7 | 2.4%
CCn1c(-c2ccco2)nc2ccccc21
  -1.9 | -0.7%
Cc1ccc2c(c1)CC1(CN2C)C(=O)NC(=O)N(CCC2=CCCCC2)C1=O (configuration not stated)
  / | -0.7%

# (cont.)
SMILES,RmlCD inh 1536,GlmU inhibition
O=C(N/N=C/c1c[nH]c2ccccc12)C1COc2ccccc2O1 (configuration not stated),-22.7,1.2%
N#Cc1cc2cc3c(cc2nc1N1CCCCC1)OCCO3,-6.7,5.3%
COc1ccc2c(c1)OC/C(=C/c1cccs1)C2=O,2.7,1.6%
Cc1cccc(OCC(=O)N2CCN(Cc3ccncc3)CC2)c1,/,2.6%
CCNC(=O)N(C(=O)NCC)n1c(C)nnc1C,3.1,-3.2%
COC(=O)CCC(=O)N1CCOCCOCCN(C(=O)CCC(=O)OC)CCOCCOCC1,/,6.6%
CCNC(=O)C1Cc2ccccc2CN1S(=O)(=O)c1ccc(F)cc1 (configuration not stated),-1.0,2.4%
COc1ccc(-c2oc3ccc(-c4ccc(OC)nc4)cc3c2-c2ccc(OC)cc2)cc1,/,3.2%
O=C(COC(=O)Cc1n[nH]c(=O)c2ccccc12)Nc1cccc(C(F)(F)F)c1,-9.9,-5.1%
COC(=O)c1ccccc1Oc1ccc(NC(=O)C(C)(C)CCl)cc1,8.4,0.6%
CSc1nc(-c2ccc(Cl)cc2)nn1C(=O)c1ccco1,-3.8,-0.1%
CC(=O)N1CCC(N2CCCC(C(=O)c3cccc(Cl)c3)C2)CC1 (configuration not stated),6.9,3.0%
COc1ccc(C(=O)NC(=S)N2CCCCC2)cc1,10.3,-0.6%
CCOC(=O)C1(CCc2ccccc2)CCN(C(=O)CCc2cnn(C)c2)CC1,-7.9,0.9%
O=C(c1ccccc1)N1CCN(C(=O)c2cc3ccccc3o2)CC1,-7.6,2.4%
COC(=O)c1sc(=S)n(Cc2ccccc2)c1C,-5.6,-2.6%
O=P(O)(O)/C=C(\Cl)c1ccccc1,?,-4.1%
O=C(Cc1ccc([N+](=O)[O-])cc1)N1CCCc2ccccc21,-2.6,2.1%
CCN(CC)c1ccc(/C=N/NS(=O)(=O)c2cccc([N+](=O)[O-])c2)cc1,-2.8,-5.8%
CCn1c(SCC(=O)OCc2ccccc2)nnc1-c1ccco1,/,5.0%
CCc1cc(OCCOCCN(C)C)ccc1Cl,/,-2.6%
O=C(c1cccn2c(=O)c3cc(Br)ccc3nc12)N1CCC2(CC1)OCCO2,/,6.4%
O=[N+]([O-])c1ccc(N2CCNCC2)cc1Sc1nc2ccccc2[nH]1,11.4,-3.8%
Cc1cccc(NC(=O)CSc2nc3[nH]ncc3c(=O)[nH]2)c1C,-13.9,9.8%
N/C(=N\OC(=O)C12CC3CC(CC(C3)C1)C2)c1ccccn1,-2.8,9.0%
Cc1ccc(C)c(NC(=O)CN(C)C(=O)[C@@H](NC(N)=O)C(C)C)c1,8.2,-2.4%
CNC(=O)c1ccc(OCc2ccccc2)c(OC)c1,/,-4.8%
CN1CC2=Cc3ccccc3OC23Oc2ccccc2C=C3C1,/,-0.9%
C/C(=N\NC(=O)CCC(=O)O)c1c(-c2ccccc2)c2cc(Br)ccc2[nH]c1=O,-11.2,-4.8%
O=C(O)C1CCC1C(=O)Nc1nc(-c2ccc(Cl)s2)cs1 (configuration not stated),-2.3,0.1%
CC(C)CNC(=O)CN1C(=O)NC(Cc2c[nH]c3ccccc23)C1=O (configuration not stated),2.3,-4.6%
Cn1cccc1/C=C1\SC(=O)N(CC(=O)Nc2ccc(F)cc2)C1=O,9.0,-10.5%
COc1ccc(S(=O)(=O)N(C)CC(=O)Nc2ccccc2OC)cc1,9.4,-1.5%
CCCCC1=CC2=CC(=O)C(C)(OC(=O)CC)C(=O)C2=CN1CCc1c[nH]c2ccccc12 (configuration not stated),-14.1,-1.4%
O=C(Nc1ccc(Cl)cc1)Nc1nnc(Cc2ccc([N+](=O)[O-])cc2)s1,4.2,-7.6%
O=C(COC(=O)CNC(=O)c1ccco1)Nc1ccc(F)cc1,1.7,4.0%
COCCNC(=O)c1ccc(NC(=O)C2(c3ccccc3)CCCC2)cc1,-4.1,-3.6%
COc1ccc(NC(=O)C(NC(=O)Cc2cccs2)c2ccccc2)cc1 (configuration not stated),-6.8,-1.5%
CCOc1ccc(Oc2ccc(C(F)(F)F)cc2N)cc1,2.2,2.5%
O=C(COC(=O)c1ccc(S(=O)(=O)N2CCCC2)cc1)Nc1cccnc1Cl,6.3,0.1%
COc1cc2[nH]c(=S)nc(NCc3cccs3)c2cc1OC,6.8,2.0%
COc1ccc(-c2cn(-c3ccc(C)cc3)c(=O)n2CC(=O)Nc2ccc(OC)cc2OC)cc1,8.3,-2.4%
COc1ccc(-c2[nH]ncc2CN(C)Cc2c(C)n[nH]c2C)c(OC)c1,-10.0,-2.3%
CCOC(=O)N1CCN(c2nc3ccc(C(=O)c4ccccc4)cc3n3cnnc23)CC1,60.4,3.8%
Cc1ccc(S(=O)(=O)NCCc2ccncc2)cc1,8.9,-2.3%
CC1(C(=O)NC2CCCCC2)CCC(=O)N1Cc1cccnc1 (configuration not stated),-9.1,-5.4%
COCc1nnc(NC(=O)CCC2CCCCC2)s1,3.4,-1.5%
CCOC(=O)c1csc(-c2ccc([N+](=O)[O-])cc2)n1,13.3,0.1%

# Sorted by formula weight (rising): some entries from above
SMILES,RmlCD inh 1536,GlmU inhibition
CCOc1ccc(Oc2ccc(C(F)(F)F)cc2N)cc1,2.2,2.5%
COc1ccc(-c2[nH]ncc2CN(C)Cc2c(C)n[nH]c2C)c(OC)c1,-10.0,-2.3%
COCCNC(=O)c1ccc(NC(=O)C2(c3ccccc3)CCCC2)cc1,-4.1,-3.6%

# The listing continues.
SMILES,RmlCD inh 1536,GlmU inhibition
CC(C)=N/N=C1/NC(=O)C(CC(=O)Nc2cc(Cl)ccc2C)S1 (configuration not stated),-12.2,0.3%
Cc1cccc2c(=O)c(C(=O)NCCCN3CCOCC3)c[nH]c12,/,0.5%
Cc1ccc(Nc2nc(-c3c(C)nc4ncccn34)cs2)cc1,26.1,4.1%
CC(=O)COc1cc(C)cc2oc(=O)cc(-c3ccccc3)c12,-3.9,4.5%
OC(COc1ccc(-c2ccccc2)cc1)CN1CCOCC1 (configuration not stated),/,-4.4%
COc1ccccc1OCCCOc1ccc(C)cc1Br,-17.6,-3.3%
Cn1c(CC(=O)Nc2ccc(F)cc2)c(Sc2ccccc2)c2ccccc21,5.7,0.8%
Cc1nc2ccccn2c1C(=O)/C=C/c1ccc(F)cc1,/,2.0%
CC(C)N1CC(O)=C(c2nc3ccccc3c(=O)[nH]2)C1=N,3.2,-1.4%
CCOc1cc(Cl)c(NC(=O)CC)cc1OCC,7.2,7.3%
CC(C)[C@@H]1N[C@]2(C(=O)Nc3ccccc32)[C@@H]2C(=O)N(c3cccc(C(F)(F)F)c3)C(=O)[C@@H]21,/,0.3%
O=C(CCC1CCCCC1)Nc1c2c(nn1-c1ccc(F)cc1)CS(=O)(=O)C2,12.3,2.6%
CCN(CC)S(=O)(=O)N1CCC(C(=O)NCCN2CCOCC2)CC1,/,2.9%
COc1ccc(-c2oc3ccccc3c(=O)c2OC(=O)c2ccc(C)cc2)cc1,3.3,3.4%

# These rows are one share of the data; the hit share may differ from the screen's.
